Source: PubChem (several laboratories)
Calpain2 inh: blocks pig calpain II enzyme activity | AID 1236 | purified calpain II, fluorogenic peptide substrate, 30 min | actives 0.37% (n = 220,000) | inhibition, % at 16 µM;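 active = inhibition above about 50%, limit read from the data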
FXIIa inh: inhibitors of human coagulation factor XIIa | P00748 | purified FXIIa, Boc-QGR-AMC fluorogenic substrate, 2 h | inhibition, % at 5 µM | actives 0.3% (n = 220,000); in the data active = inhibition above about 40%;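 note: 0% = enzyme with no compound and 100% = blank without enzyme; many of its hits are not listed in these tables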
PERK inhibitor: blocks human PERK kinase; CHO PERK-DD fusion, SEAP luminescence translation reporter; inhibition, % at 5.6 µM; actives 0.17% (n = 220,000); AID 1416;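 active = inhibition above the mean inhibition of all tested compounds plus 3 SD, set separately per screening campaign, cut at about 2.9% in these data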;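 note: PERK kinase domain activated by AP20187 dimerizer at 100 nM; 0% = DMSO with dimerizer and 100% = rapamycin at 8.4 µM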
KLK5 inh: inhibitors of human kallikrein 5; Q9Y337; recombinant hK5, fluorogenic AMC substrate cleavage; inhibition, % at 5 µM; actives 0.59% (n = 210,000); AID 873;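 active = inhibition of 40% or more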;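 note: 0% = enzyme controls without compound and 100% = no-enzyme blanks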
KCC2 mod: KCC2 (human) Cl- transport modulation; Q9H2X9; KCC2 cells, thallium flux FluoZin-2 fluorescence; B-score of Tl+ flux slope (higher = more flux/activation; lower = inhibition) at 10 µM; actives 2.2% (n = 190,000); AID 1456;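 active = thallium flux slope and its plate-corrected score both differing from the plate sample mean at a set confidence after two filtering rounds, in either direction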;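 note: slope of fluorescence scaled to starting intensity during 10 to 20 s after thallium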
FXIa inh 1536: inhibitors of human coagulation factor XIa. actives 0.14% (n = 220,000). AID 798. inhibition, % at 5 µM. purified FXIa, Boc-Glu-Ala-Arg-AMC fluorogenic substrate. P03951;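 active = inhibition of at least 40%; inactive = inhibition below 40%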;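 note: fluorescence of freed AMC excited at 355 nm; 0% = enzyme without compound and 100% = no enzyme blank; many of its hits are not listed in these tables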
Target sequence (P03951 19-387 limits assumed): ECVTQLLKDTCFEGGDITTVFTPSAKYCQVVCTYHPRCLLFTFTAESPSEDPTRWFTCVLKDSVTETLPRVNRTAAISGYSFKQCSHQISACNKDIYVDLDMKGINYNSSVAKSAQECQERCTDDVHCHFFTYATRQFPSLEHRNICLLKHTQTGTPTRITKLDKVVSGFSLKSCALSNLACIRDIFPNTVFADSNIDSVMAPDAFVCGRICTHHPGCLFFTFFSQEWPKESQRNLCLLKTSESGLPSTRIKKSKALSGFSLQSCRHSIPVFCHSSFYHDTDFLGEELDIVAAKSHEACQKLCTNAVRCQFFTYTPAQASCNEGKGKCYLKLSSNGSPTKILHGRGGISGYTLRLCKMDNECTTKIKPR
Target sequence (P03951 388-625 limits assumed): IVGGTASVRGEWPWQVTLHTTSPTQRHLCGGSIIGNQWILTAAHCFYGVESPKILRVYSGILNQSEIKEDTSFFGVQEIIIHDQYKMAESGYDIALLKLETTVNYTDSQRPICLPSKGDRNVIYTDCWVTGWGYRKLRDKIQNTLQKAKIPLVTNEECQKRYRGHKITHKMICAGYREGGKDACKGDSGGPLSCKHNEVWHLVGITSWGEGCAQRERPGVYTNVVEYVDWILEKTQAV
Rad51 HR inh: Rad51 (human) homologous recombination inhibition; Q06609; hRad51 DNA strand exchange, fluorescence dequenching; inhibition, % at 10 µM; actives 0.085% (n = 200,000); AID 1385;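 active = inhibition above 40% at the single screening dose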;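 note: 0% = DMSO control wells and 100% = blanks with heterologous ssDNA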
Target sequence (Q06609 whole entry, looked up): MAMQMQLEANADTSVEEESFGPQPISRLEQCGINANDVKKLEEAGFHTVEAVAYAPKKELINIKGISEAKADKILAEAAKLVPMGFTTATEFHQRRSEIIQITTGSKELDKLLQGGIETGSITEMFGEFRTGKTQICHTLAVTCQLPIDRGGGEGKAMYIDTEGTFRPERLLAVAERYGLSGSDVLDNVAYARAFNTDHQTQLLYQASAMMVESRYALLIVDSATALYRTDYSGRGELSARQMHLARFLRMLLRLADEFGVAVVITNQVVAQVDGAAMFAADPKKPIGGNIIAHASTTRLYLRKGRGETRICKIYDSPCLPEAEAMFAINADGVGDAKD
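Test system: preformed human Rad51 ssDNA filaments; also added: Donor/quencher-labelled 47-bp dsDNA substrate; doses: 10 µM final, single point; times: 37 °C 15-min filament assembly, 30-min compound preincubation, 15-min exchange; detection: FRET fluorescence dequenching, excitation 485 nm, emission 520 nm; read-out basis: Fluorescence-based percent inhibition, control- and blank-normalised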
Furin inh: blocks human furin protease activity | P09958 | purified furin, fluorogenic substrate cleavage | inhibition, % at 30 µM | actives 0.061% (n = 220,000) | AID 463115; in the data active = inhibition above about 25%; note: inactives centre near -15
Thrombin inh: blocks human thrombin protease activity. actives 0.26% (n = 220,000). alpha-thrombin, Boc-VPR-AMC fluorogenic substrate cleavage. AID 1046. inhibition, % at 5 µM;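 active = inhibition at or above 40%; inactive = inhibition below 40%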;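 note: 0% = enzyme with no compound and 100% = wells without enzyme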
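Test system: human alpha-thrombin; medium: pH 7.5 Tris-saline with Tween 20; times: reaction at room temperature; signal: AMC fluorescence at 355 nm excitation and 460 nm emission; also added: Boc-VPR-AMC substrate, 15 µM final; dosing: one concentration per compound, 5 µM, with 0.2% DMSO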
An asterisk follows results filed as active; i = inactive; nt = no result given; [ ] = remark or other dose. Not all compounds are listed; count on the stated rates, not on these rows.

SMILES	Calpain2 inh	FXIIa inh	PERK inhibitor	KLK5 inh	KCC2 mod	FXIa inh 1536	Rad51 HR inh	Furin inh	Thrombin inh
Cc1nnc(SCc2ccc(C(=O)O)cc2)s1	-1	-16	-0.5	2	nt	-5	5	-6[20 µM]	-12
O=C(NCCC1=CCCCC1)C1CCN(c2nnc(-n3cccc3)s2)CC1	-9	-1	-1.0	4	-2.9	-8	0	-8	-2
COc1ccc(/C=N/NC(=O)c2ccc(NC(=O)c3ccccc3Br)cc2)cc1	-10	12	-0.3	-4	-0.11	12	18	-31	1
Cc1ccc(C(=O)O)cc1Nc1ncnc2sc3c(c12)CCC3	-7	4	0.4	-2	-1.8	-5	-3	-21	-7
CC(C)Sc1nc(N2CCOCC2)c2c(c1C#N)CC(C)(C)SC2	3	6	-0.8	-14	0.16	3	-4	-18	1
CCn1cc(C(=O)O)c(=O)c2cnc(N3CCN(C(=S)Nc4ccc(F)cc4)CC3)nc21	15	32	0.3	24	nt	27	-4	-2	6
O=C(Cc1ccc([N+](=O)[O-])cc1)NCC1CCCO1 (stereo not drawn)	8	8	0.2	nt	1.2	1	nt	-28	0
COc1ccc(-c2[nH]ncc2CN2CCC(N3CCSCC3)CC2)c(F)c1	5	2	0.1	-4	0.36	-2	-34	-30	-19
CCCCNc1cc(F)nc(N)n1	-12	-1	1.8	2	-0.024	-7	18	-22	0
CCN(CC)S(=O)(=O)c1cccc(C(=O)OCC(=O)c2ccc3c(c2)NC(=O)CO3)c1	1	4	-0.2	-17	-1.4	-8	1	-17[20 µM]	3
CC1(C)C([N+](=O)[O-])C(c2ccc(O)cc2)NC(c2ccc(O)cc2)C1[N+](=O)[O-] (stereo not drawn)	22	7	1.5	-19	-0.76	1	nt	-26	-3
CCn1c(SCC(=O)c2[nH]c(C)c(C(C)=O)c2C)nnc1-c1ccncc1	-7	3	-1.6	-4	-0.38	-4	0	-12	-4
CCC(C)NC(=O)c1cnn2c(C)c3c(nc12)CCCC3 (stereo not drawn)	-286	16	-1.0	-16	-1.1	1	9	-34	1
COc1ccc(-c2c(N)nnc3c2[nH]c2ccccc23)cc1OC	-252	1	-0.2	19	nt	-8	nt	-11	-4
COc1ccc(N=C2SCC(=O)N2CCc2ccc(OC)c(OC)c2)cc1	8	7	-1.1	-1	-0.0085	0	12	-24	-2
CCOc1cc(/C=N/NC(=O)CN2CCOCC2)ccc1OCc1ccc(Cl)cc1	-18	-1	0.3	-19	nt	7	3	-18[20 µM]	9
Nn1c(SCc2cccc(F)c2)nnc1-c1ccncc1	3	2	1.5	-1	-0.18	1	nt	-11	-6
CC(=O)N1CCN(C(=S)Nc2ccc(Oc3ccccc3)cc2)CC1	-19	6	0.5	0	-0.98	2	7	-29	-5
Cc1nn(C(C)C(=O)NCc2ccco2)c(C)c1[N+](=O)[O-] (stereo not drawn)	-5	10	0.1	-7	-0.14	-2	-2	-24	-1
N=c1c2c3c(sc2ncn1CCCO)CCCC3	-31	10	-1.5	-5	nt	-1	nt	-18[20 µM]	-1
CCC(=O)c1ccc(OCC(O)CN2CCCCC2)cc1 (stereo not drawn)	21	-3	-0.2	-17	0.78	-3	6	0[20 µM]	2
CCOC(=O)C(/C=C(\C#N)C(=O)OCC)=C(/N)N1CCN(c2ccccc2)CC1	8	8	0.0	4	nt	6	-8	1[20 µM]	-3
CCO/C(C)=C1\N=C(c2ccc(Cl)cc2)OC1=O	-17	17	1.2	3	0.0025	2	-3	-14[20 µM]	3
CCc1nc(N2CCOCC2)c(C#N)c2c1COC(C)(C)C2	-261	9	-0.6	-63	-0.66	1	-7	-59	3
COc1ccc(-c2nn(-c3ccccc3)cc2CN(C)CCn2ccnc2C)c(F)c1	5	2	-1.4	-1	-1.2	0	nt	-11	-8
Cc1cccn2cc(CCNC(=O)c3ccc(Br)o3)nc12	-17	6	0.9	-21	0.99	1	1	-12	-2
CCOC(=O)C(C)CC(C)C(=O)N1CCOCCOCCN(C(=O)C(C)CC(C)C(=O)OCC)CCOCC1 (stereo not drawn)	-12	-5	0.3	-23	0.46	-10	1	-13[20 µM]	4
O=C(Cn1cnc2ccccc2c1=O)Nc1nnc(SCc2ccccc2)s1	-15	0	0.6	-2	nt	-5	7	-18[20 µM]	-3
CCc1ccc(N(C)S(=O)(=O)c2ccc3[nH]cc(C(=O)NCCN4CCOCC4)c(=O)c3c2)cc1	-107	7	0.1	-10	-0.18	-3	1	-11[20 µM]	-2
CC(C)(C)NS(=O)(=O)c1ccc(CCC(=O)NCc2ccco2)cc1	-37	6	0.5	-7	0.3	-3	-2	-19[20 µM]	3
COc1cc2nc(=S)n3[nH]c(COc4ccccc4C)nc3c2cc1OC	-24	19	-0.6	45*	-9.2*	12	4	-3	17
COc1cccc(C(=O)NC2=NCCS2)c1	13	14	1.0	7	1.4	4	1	-1[20 µM]	16
Cc1onc(-c2c(F)cccc2Cl)c1C(=O)NC1CCSC1=O (stereo not drawn)	6	-2	-1.2	7	nt	-5	-3	-8[20 µM]	-3
COc1cc(OC)cc(C(=O)N[C@H](C(=O)Nc2nc(-c3cc(OC)ccc3OC)cs2)C(C)C)c1	-2	5	-0.5	0	0.54	-3	2	-14	-11
O=C(Nc1cnc2ccccc2c1)c1cccnc1	-5	16	-0.6	-7	0.5	2	-4	-29	-1
CCOC(=O)C(=O)NNc1ccc(F)cc1	13	0	0.5	-4	0.71	-3	nt	-25	-16
COc1cccc(/C=C/C(=O)NCCc2ccc3c(c2)OCCO3)c1	7	-1	0.1	-8	0.83	-2	-3	-18	-5
Cc1cccc(Nc2nc(N)nc(CN3CCC(C)CC3)n2)c1C	-16	10	-0.6	-7	1.2	5	-4	-19[20 µM]	0
Cc1nn(Cc2ccc([N+](=O)[O-])cc2)c(=O)n1N(C)c1ncc(C(F)(F)F)cc1Cl	-23	15	-0.9	17	0.0072	2	10	-14[20 µM]	1
CCc1ccccc1OCC(=O)NC1CCCC1	-16	17	-0.4	2	-0.26	18	3	-14[20 µM]	-1
O/N=C/c1cn(-c2ccccc2)nc1-c1ccc2c(c1)OCCO2	-3	19	0.7	3	-0.53	5	7	-25[20 µM]	3
O=S(=O)(c1ccc2ncn(O)c2c1)N1CCOCC1	2	3	0.3	-4	0.87	3	0	-17	nt
Cc1cc(C)n(-c2ccc(C(=O)Nc3sccc3C(N)=O)cc2)n1	-87	3	-0.3	5	-2.2	-1	-10	-17	0
O=C(c1ccc(NC(=S)Nc2ccc(F)cc2F)cc1)N1CCOCC1	15	10	1.0	nt	nt	5	nt	-23	3
O=C(Nc1nc(-c2ccccn2)cs1)c1cc(Cl)ccc1[N+](=O)[O-]	-32	11	-1.9	-8	6.8*	4	11	-24	4
Cc1oc2cc3c(C(=O)N4CCCCC4)c(C)oc3cc2c1C(=O)N1CCCCC1	-21	8	0.3	-3	nt	2	3	-12	4
C=CCNC(=S)NNC(=O)c1ccccc1OCC	-14	-1	1.2	-15	0.52	-3	6	-20	4
C=CCNc1nc(Nc2ccc([N+](=O)[O-])cc2)nc(OC)n1	-21	10	0.4	-3	0.2	-2	-27	-10	-9
CCOC(=O)CN1C(=O)C2Cc3ccccc3CN2C1=S (stereo not drawn)	9	14	1.0	2	nt	3	-10	-8	-2
COc1ccc(CCn2c(C3CCCCC3)nc3c(c(=O)c4ccccc4n3C)c2=O)cc1OC	9	12	0.2	-2	-1.1	8	28	-26	1
CCS(=O)(=O)N1CCN(C2Cc3ccccc3C2)CC1	-10	8	0.8	-29	0.11	5	-3	-18[20 µM]	1
CC1(C)Cc2c(cnn2-c2ccccc2)C(=O)/C1=N\NC(=O)c1ccccc1	-29	13	-1.4	-21	nt	-3	3	-18[20 µM]	-1
CSC1=C(C#N)C(=O)NC(c2ccccc2O)S1 (stereo not drawn)	38	4	0.7	1	-2.6	1	12	-4	-6
COc1ccc2nc(N3CCCC3)c(C#N)cc2c1	-208	13	0.8	2	i	0	-19	-19	2
N/C(=N\OC(=O)COc1ccc(Br)cc1Cl)c1ccccn1	33	12	-0.2	-10	1.1	2	2	0	2
S=C(N/N=C/c1ccc2ncccc2c1)Nc1cccnc1	-4	6	2.0	-6	-0.033	-2	18	3	4
Cc1ccc(SCCNC(=O)c2ccccc2C)cc1	33	-14	0.1	-16	-4.9	-2	7	-16[20 µM]	-12
C/C(=N/NC(=O)c1ccc(Br)o1)c1cccc(NC(=O)c2ccc(C)o2)c1	-23	11	-0.5	2	-1.4	1	-3	-16	-7
CC(=O)N1N=C(N)SC12CCCC2	-9	2	1.0	-2	0.59	-5	-1	-24	-8
O=C(Nc1ccc(F)cc1)C1CCCN1S(=O)(=O)c1cccc2nsnc12 (stereo not drawn)	4	7	-0.1	3	0.78	1	19	-17	1

An excerpt from above with just Calpain2 inh and KLK5 inh.
mol | Calpain2 inh | KLK5 inh
C/C(=N/NC(=O)c1ccc(Br)o1)c1cccc(NC(=O)c2ccc(C)o2)c1 | -23 | 2
CC(=O)N1N=C(N)SC12CCCC2 | -9 | -2
O=C(Nc1ccc(F)cc1)C1CCCN1S(=O)(=O)c1cccc2nsnc12 (stereo not drawn) | 4 | 3

Additional entries
SMILES	Calpain2 inh	FXIIa inh	PERK inhibitor	KLK5 inh	KCC2 mod	FXIa inh 1536	Rad51 HR inh	Furin inh	Thrombin inh
Cc1ccc2c(c1)C(=C(C#N)C#N)C(=O)N2CCN1CCOCC1	-7	5	0.8	1	0.081	0	7	-15	-2
CCOC(=O)COc1ccc(Oc2nc(C)cc(OC)n2)nn1	7	3	-0.3	-10	0.69	-7	-3	-12	-7
Cc1cc(-c2nnc3n2N=C(c2ccc(F)cc2)CS3)n[nH]1	11	9	0.4	-2	-1	-6	18	-13	1
O=C(Nc1ccccc1)OCc1cn(-c2ccc(Cl)cc2)nn1	-12	12	1.2	-6	0.4	3	-3	-22	3
CN1CCN(S(=O)(=O)c2ccc3c(c2)OCCO3)CC1	5	-20	0.6	-5	1.2	-14	-4	-12[20 µM]	-7
COc1ccc(C(=O)Nc2cccc(OC)c2)cc1	-20	-2	0.7	4	nt	2	1	-20	-5
COc1ccc(C(=O)Nc2nc(C)cs2)cc1S(=O)(=O)N1CCCC1	-5	12	1.9	0	0.86	2	30	-13	6
CCOC(=O)c1ccc(NC(=S)Nc2ccccc2)cc1	-4	10	0.8	-1	-1.6	5	8	-3	0
O=C(Nc1cc(Sc2nc3ccccc3s2)cc([N+](=O)[O-])c1)c1ccccc1	2	12	0.8	-4	-0.52	8	nt	-10	2
C#CCOC(=O)C[N+](C)(C)CC=C	23	-1	-0.1	30	-0.91	-20	5	-10	-8
CCOC(=O)CCCCC(=O)c1[nH]c(=O)[nH]c1CSc1nnc2c3cc(Br)ccc3n(C)c2n1	-93	4	0.0	-4	1.8	2	-7	-18	-3
COCc1cc(C)nc(SCC(=O)Nc2cccc(C)c2)c1C#N	16	9	-0.1	5	1.1	6	-5	-8[20 µM]	1
O=C(O)COc1ccc(-c2nnn(Cc3ccccc3F)n2)cc1	-14	16	0.3	-23	-1.1	6	-5	-11[20 µM]	2

Two successive compounds already listed, for reference:
SMILES	Calpain2 inh	FXIIa inh	PERK inhibitor	KLK5 inh	KCC2 mod	FXIa inh 1536	Rad51 HR inh	Furin inh	Thrombin inh
Cc1ccc2c(c1)C(=C(C#N)C#N)C(=O)N2CCN1CCOCC1	-7	5	0.8	1	0.081	0	7	-15	-2
CCOC(=O)COc1ccc(Oc2nc(C)cc(OC)n2)nn1	7	3	-0.3	-10	0.69	-7	-3	-12	-7
